Screening results from PubChem.
HT1080 IDH1KD tx: kills HT-1080 cells with IDH1 knockdown | HT-1080 IDH1 knockdown viability, ATP luminescence, 48 h | Potency, µM (titrated, usually from 46.1 µM), for inactives: at the top dose activity, negative = toxicity, actives largely listed as cytotoxic | hit rate 2% among 360,000 | AID 686971;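 further: potency means the concentration at half of the fitted maximal effect; 0% = DMSO wells and -100% = cell-free medium wells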
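In this qHTS, HT-1080 cells depleted of IDH1 are exposed for 48 h at 37 °C to compound titrations. Toxicity is scored from CellTiter-Glo luminescence, with DMSO as full viability and medium alone as none.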
SW480 rerep: induces DNA re-replication in SW480 colon adenocarcinoma cells; SW480 DNA re-replication, Hoechst DNA content imaging, 48 h; Potency, µM (titrated, usually from 46.1 µM), without a hit: top-dose re-replication activation, hits mostly activators; hit rate 1.8% among 340,000; AID 624297; further: potency means the concentration at half of the fitted maximal effect; % of control where 0% means no effect; nearly all actives have a fitted effect of over 55% in size
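SW480 cells exposed to compounds for 48 hr at 37 C, 5% CO2, then Hoechst-stained 40 min. Nuclear DNA content imaged by fluorescence scanning (405 nm excitation, 500-530 nm emission); re-replication scored as increased high-intensity nuclei.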
GLP1R cytotox: cytotoxicity in counter-screen for GLP-1R inverse agonists | HEK293 cAMP-luciferase reporter cells, luminescence, 24 h | Potency, µM (doses to about 38.3 µM), for the others: at the highest dose activity change, negative = inhibition, hits mostly inhibitors | hit rate 0.13% among 410,000;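 further: loss of luciferase light is scored as toxicity; potency means the concentration at half of the fitted maximal effect; on the % scale 0 is the no-effect control and ±100 the full control effect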
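Quantitative HTS format, 1536 wells, 200 cells/uL seeded. Compounds: 23 nL, 24 h, 37 °C. Detection: luciferase reagent, luminescence at 12 min RT; decreased signal taken as cytotoxic.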
KB-3-1 cytotox: KB-3-1 parental cell cytotoxicity. Potency, µM (series often up to 46.1 µM), without a hit: at the top dose activity change, negative = cytotoxic, hits mostly cytotoxic. hit rate 1.4% among 400,000. KB-3-1 viability, CellTiter-Glo ATP luminescence, 72 h; further: potency means the concentration at half of the fitted maximal effect; on the % scale 0 is the no-effect control and ±100 the full control effect; nearly all actives have a fitted effect of over 60% in size
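Cytotoxicity in the drug-sensitive parental line KB-3-1 was scored as loss of CellTiter-Glo luminescence following 72 h incubation with compound. Values come from curve fitting of normalized concentration-response data.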
MCF10A rereplic: inducers of DNA re-replication in MCF 10A breast cells; MCF 10A DNA re-replication, Hoechst nuclear intensity, 48 h; Potency, µM (series often up to 46.1 µM), inactives show top-dose activity, positive = re-replication, hits mostly activators; hit rate 2.9% among 350,000; further: potency means the concentration at half of the fitted maximal effect; % of control where 0% means no effect; nearly all actives have a fitted effect of over 50% in size
DRD3 agonist: agonists of human D3 dopamine receptor | P35462 | D3R DiscoveRx beta-arrestin cells, luminescence, 90 min | max activation, % | hit rate 0.58% among 410,000 | AID 652048; in the data active means max activation above about 30%; further: 0% is about no effect; mostly tested at two doses, the higher about 12 µM
Target sequence (P35462 whole entry, looked up): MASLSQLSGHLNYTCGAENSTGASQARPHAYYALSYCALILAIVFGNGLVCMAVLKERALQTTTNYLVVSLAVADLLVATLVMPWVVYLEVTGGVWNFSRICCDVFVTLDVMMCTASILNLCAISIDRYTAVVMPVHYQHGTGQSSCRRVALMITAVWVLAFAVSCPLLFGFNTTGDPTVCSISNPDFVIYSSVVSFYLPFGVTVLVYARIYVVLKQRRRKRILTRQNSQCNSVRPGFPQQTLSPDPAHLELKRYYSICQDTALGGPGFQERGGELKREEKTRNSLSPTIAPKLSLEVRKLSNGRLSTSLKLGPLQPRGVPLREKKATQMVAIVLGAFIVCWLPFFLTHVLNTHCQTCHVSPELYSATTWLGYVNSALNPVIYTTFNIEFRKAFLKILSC
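Agonist-mode cell screen: cells plated at 1500/well and incubated overnight at 37 °C, then exposed to library compounds for 90 min at 37 °C. Detection reagent was added for 30–60 min at room temperature, and luminescence was read.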
HT1080-NT tox: kills 2HG-producing HT-1080-NT fibrosarcoma cells | HT-1080-NT fibrosarcoma viability, CellTiter-Glo ATP luminescence, 48 h | Potency, µM (doses to about 46.1 µM), for the others: top-dose activity, negative = less viability, usual class: cytotoxic | hit rate 1.6% among 360,000 | AID 686970;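 further: NT is the 2HG producing partner of a matched IDH1 knockdown line; potency means the concentration at half of the fitted maximal effect; 0% = DMSO-treated cells and -100% = media-only wells without cells; nearly all actives have a fitted effect of over 55% in size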
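Fibrosarcoma NT cells, 750 per well in 5% FBS RPMI, were exposed to compound for 48 hours. Viability: CellTiter-Glo luminescence.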
KB-V1 cytotox: kills drug-selected multidrug resistant KB-V1 cells; KB-V1 MDR cells viability, CellTiter-Glo, 72 h; Potency, µM (doses to about 46.1 µM), for the others: at the highest dose activity change, negative = cytotoxicity, usual class: cytotoxic; hit rate 3.4% among 400,000; AID 1347076; further: potency means the concentration at half of the fitted maximal effect; on the % scale 0 is the no-effect control and ±100 the full control effect; nearly all actives have a fitted effect of over 60% in size
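KB-V1, DMEM (no phenol red) + 10% FBS; cpd pin-transferred, titration series; 72 h, 37 degrees C; CellTiter-Glo, luminescence. Data normalized, curve-fit.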
IL-1B inflam inh: inhibitors of inflammasome signaling (IL-1 beta secretion) | THP-1 LPS/ATP IL-1B secretion, AlphaLISA, 16 h; stronger effect = lower value | hit rate 4.7% among 360,000 | AID 743279 | activity change, % at 57.5 µM; in the data active means activity change below about -50%; inconclusive means mostly about -30% to -49%; further: on the % scale 0 is the no-effect control and ±100 the full control effect
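Secreted IL-1B measured by AlphaLISA bead assay after 16 h compound exposure of THP-1 cells; compounds (final up to 57.5 uM) added 1 h before LPS (250 ng/mL) and ATP (1.25 mM) stimulation; lower signal means less secretion.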
Numbers without * were called inactive; ? = inconclusive; . = no result given; & = joins results of further samples; [ ] = remark or other dose. Unless noted, the call rests on the fitted dose curve; in most records, active means well fitted curve in the direction sought with a large enough effect; inconclusive means small, poorly fitted or top-dose-only effect, or another doubt; inactive means no such curve, though single readings can be large; an effect the other way counts as inactive or inconclusive.

smiles	HT1080 IDH1KD tx	SW480 rerep	GLP1R cytotox	KB-3-1 cytotox	MCF10A rereplic	DRD3 agonist	HT1080-NT tox	KB-V1 cytotox	IL-1B inflam inh
COc1ccc(Cn2nnnc2CN2CCc3ccccc3C2)cc1	7%	1%	-7%	-3%	13%	1	8%	-15%	0
COc1cc(C(C)n2nnc3ccccc32)ccc1O (stereo unspecified)	0%	.	3%	0%	.	-7	0%	0%	8
Cc1ccc(S(=O)(=O)N2CCC(C(=O)NNC(=O)c3ccc(F)cc3)CC2)cc1	-5%	2%	-1%[7.66 µM]	-2%	0%	-2	-6%	5%	-3
Cc1ccccc1N(CC(=O)N1CCN(c2ccccc2)CC1)S(C)(=O)=O	0%	3%	5%	-2%	5%	-8	-5%	-4%	-15
COc1ccccc1NC(=O)CCS(=O)(=O)c1cc2c3c(c1)CCN3C(=O)CC2	.	.	-3%	2%	.	0	.	0%	.
COc1ccccc1C(=O)Nc1cc(Cl)ccc1-n1cncn1	-10%	3%	2%	13%	-2%	8	-2%	-3%	-2
CCOc1cccc(CN2CCCC(C(=O)c3cc(Cl)ccc3OC)C2)c1O (stereo unspecified)	-20%	5%	-17%	2%	4%	-20	-16%	-10%	-55*
C/C(CC(=O)NCc1ccc(F)cc1)=N\NC(N)=S	-3%	13%	?	0%	-8%	-1	-4%	8%	-18
c1ccc(CC(Nc2ccccn2)c2ccccc2)cc1 (stereo unspecified)	-12%	0%	-3%	-12%	-1%	-7	-8%	?	5
CCOc1[nH]c(/N=C/c2ccco2)c(C#N)c1C#N	-1%	2%	13%	5%&0%	-3%	0	-2%	0%&15%	3
O=C(OCC(=O)N1CCN(c2ccccc2)CC1)c1ccc[n+]([O-])c1	10%	-1%	0%	-4%	-2%	-8	11%	-1%	10
CN(C)CC1(c2ccccc2)CCCC1	0%	-3%	7%	13%	-1%	0	-1%	19%	-9
Cc1ccc(NC(=O)COc2cccc(C)c2C)cc1S(=O)(=O)N1CCCCCC1	?	-100%[inhibitor]	-13%	0%	-1%	18	-3%	15%	-30
CN(c1ccccc1)S(=O)(=O)c1ccc(C(=O)Nc2nnc(C3=COCCO3)o2)cc1	?	5%	4%	-3%	8%	3	-22%	-23%	0
CCOC(=O)c1cnc(SCC(=O)N2CCOCC2)nc1N	22%	-2%	-13%	0%	-5%	-2	24%	0%	-9
Cc1ncoc1C(=O)Nc1nccs1	22%	-8%	6%	22%	4%	9	5%	7%	4
COc1ccc(C(CC(=O)O)NC(=O)c2cc3cc(Br)ccc3oc2=O)cc1OC (stereo unspecified)	5%	-8%	0%	18%	-4%	2	0%	25%	38
COc1ccc(CCNC(=O)c2ccccc2NC(=O)C2=C(C)OCCS2)cc1OC	-1%	?	0%	-3%	-4%	-5	-2%	?	0
CC(C)C/C(O)=C/c1nc2cc(Cl)ccc2oc1=O	?	15%	10%	-7%	?	5	?	?	1
Cc1ccc(S(=O)(=O)N2CCc3ccccc3CC2)cc1	0%	15%	4%	?	?	-9	-10%	?	-85*
CCCN(CCC)S(=O)(=O)c1ccc(C(=O)Nc2cccc(-c3nc4ccccc4[nH]3)c2)cc1	.	.	-22%	?	.	-17	.	?	.
CCCOc1ccc(CNC(=O)C2CCN(c3nnc(N4CCCC4=O)s3)CC2)cc1	-3%	-12%	2%	10%	25%	-9	9%	7%	3
COc1ccc(-c2ccc(-c3noc(-c4ccccc4OC)n3)c(OC)n2)cc1	?	?	-4%	4%	?	5	-2%	7%	-14
O=c1c(Cc2ccccc2)c(O)ccn1Cc1ccco1	7%	-19%	2%	-4%	0%	-5	7%	?	12
Cc1ccc(NC(=O)c2sc(Cl)nc2-c2ccccc2)cc1	-13%	0%	24%	?	?	-5	-2%	0%	7
CCOc1nc(C#N)nc(N2CCCCC2)n1	-11%	21%	2%	-2%&16%	?	-10	-9%	?	-92*
COc1ccccc1-c1nc2n(n1)C(c1ccccc1Cl)C(C(=O)Nc1cccnc1)=C(C)N2 (stereo unspecified)	.	.	2%	2%	.	-2	.	0%	.
COc1ccc(CN(Cc2ccccn2)C(=O)CN2C(=O)COc3ccccc32)cc1	-9%	-2%	2%	2%	5%	-3	-4%	?	-5
O=C(CNC(=O)c1ccc(Br)cc1)c1ccccc1	-2%	?	1%	0%	2%	-6	-7%	-10%	-65*
Cc1ccc(S(=O)(=O)N2CCOCC2)cc1NC(=O)CSc1nc(N)cc(N)n1	-5%	-5%	15%	0%	4%	-19	-3%	-1%	10
Cc1ccc(-c2nn(-c3ccc(F)cc3)cc2C(=O)NCCCN2CCCC2=O)cc1	-2%	2%	2%	13%	1%	-16	-1%	-30%	16
CC1=CCC2C(=O)N(c3ccc(N4CCOCC4)cc3)C(=O)C2C1 (stereo unspecified)	14%	-2%	16%	5%	0%	-6	4%	2%	20
Cc1nnc(SCc2nc3ccccc3s2)n1N	0%	-3%	14%	8%	-3%	-3	4%	-1%	51
Cc1cc(C)c(C#N)c(SCC(=O)Nc2nonc2N)n1	-17%	7%	7%	22%	?	0	7%	?	-16
COc1cc(OC)cc(C(=O)Nc2ccc3c(c2)CCCN3C(=O)c2cccs2)c1	?	-11%	-10%&-10%	?	?	-2&-8	?	?	-16
CS(=O)(=O)c1ccc(C(=O)N2CCN(S(=O)(=O)c3ccc(C4CCCCC4)cc3)CC2)cc1	-8%	1%	6%	-3%	1%	-2	-8%	-11%	18
O=C(COC(=O)COc1ccc(Cl)cc1Cl)NC1CCS(=O)(=O)C1 (stereo unspecified)	8%	-1%	1%	10%	-3%	4	6%	-7%	-1
COCCNC(=O)CCCn1c(=O)[nH]c2ccsc2c1=O	.	.	-9%	2%	.	6	.	?	.
COc1cc(Cl)c(NC(=O)CN(C)S(=O)(=O)c2ccc3c(c2)CCCC(=O)N3)c(OC)c1	.	.	5%	?	.	6	.	?	.
CN1CCN(C(=O)CCC(=O)c2ccc(F)cc2)CC1	9%	0%	17%	6%	15%	-1	15%	-2%	7
CC1(C)CC(NC(=O)COc2ccc(Br)cc2Cl)CC(C)(C)N1	-30%	5%	4%	-3%	-1%	-3	-23%	13%	-5
O=C(Cn1cc(C(F)(F)F)ccc1=O)N1CCN(S(=O)(=O)c2ccccc2)CC1	0%	-2%	-1%	6%	0%	1	3%	1%	10
O=C(CN1CCOCC1)Nc1ccc(Cl)cn1	8%	-7%	0%	-14%	-7%	0	12%	17%	-16
COc1ccc(S(=O)(=O)N2CCCC(C(=O)Nc3ccc4c(c3)OCCO4)C2)cc1 (stereo unspecified)	-24%	1%	0%	-8%	-3%	-4	-2%	?	?
O=C(Cn1cnc([N+](=O)[O-])c1)NC1CCCC1	14%	-8%	-3%	10%	0%	-5	5%	0%	-1
Cc1ccc(NC(=O)CN(C)C(=O)C(Sc2ccccc2)c2ccccc2)cc1 (stereo unspecified)	-21%	1%	-26%	?	15%	-1	-26%	?	?
O=C(Nc1ccc(C(=O)Oc2ccccc2)c(O)c1)c1ccccc1	-14%	0%	6%	-14%	4%	17	-18%	7%	-14
CCN(CC)S(=O)(=O)c1ccc2c(c1)N(CC(=O)N1CCN(c3ccccc3F)CC1)C(=O)CO2	.	.	-11%	2%	.	-3	.	-25%	.
COc1ccccc1C1=Nn2c(nnc2C2CCCCC2)SC1	-16%	-5%	-10%	16%	19%	-1	-2%	-24%	?
Cc1c(C(=O)N(Cc2ccco2)Cc2ccccc2Cl)oc2ccc(F)cc12	.	.	3%	-9%	.	-8	.	-5%	.
CCN(CC)c1ccc(C(=O)NNC(=O)CCc2nc3ccccc3c(=O)[nH]2)cc1	-17%	6%	-2%	-16%	0%	10	-28%	-28%	0
COc1cccc2c1Oc1ncccc1N(C(=O)CCC(=O)NCc1ccccc1Cl)C2	1%	-4%	1%&-10%	3%&2%	-5%	2&0	3%	-1%&1%	-3
COc1ccc(CN(C)C(=O)CNC(=O)CNC(=O)c2ccc(Cl)cc2Cl)cc1F	2%	-24%	2%	2%	-12%	6	8%	?	-4
O=c1c2ccccc2[nH]c(=S)n1CCN1CCc2ccccc2C1	-8%	-2%	?	-14%	?	-27	-6%	-14%	9
CC1=CC(C)(C)N(C(=O)CSc2nnc(N)s2)c2ccccc21	-3%	-11%	-4%	-9%	?	-9	-1%	3%	-11
COC(=O)C=C1CCC2C3CC(F)C4(O)CC(=O)CCC4(C)C3C(=O)CC12C (stereo unspecified)	13%	6%	-9%	16%	-2%	15	13%	1%	1
C=CCn1c(-c2sccc2C)n[nH]c1=S	19%	-2%	-18%	27%	22%	0	17%	0%	12
